MT stabilizer: microtubule stabilizers in HeLa cells, primary screen, imaging, high-content imaging | HeLa tubulin immunostaining HCS, 24 h; share of cells brighter than vehicle mean+2SD | % tubulin-high responders, % at 10 µM | 200,000 compounds, 0.83% hits | AID 2205, 2009;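 active means plate Z-score above 3 for both tubulin-high and condensed-nucleus cell shares, with cell loss under 80%, at 10 µM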;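 further: anti alpha tubulin signal scored within the nucleus-defined area of each cell; some results filed as inactive read as strong as hits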
TNAP activators: human TNAP enzyme activators, primary screen, biochemical, luminescent, no phosphate acceptor, uHTS (AID 1001); 200,000 compounds, 0.03% hits; Alkaline phosphatase, tissue-nonspecific isozyme (Homo sapiens); purified TNAP, luminescent activation assay, no phosphate acceptor; higher activation fold means a stronger effect; activation fold at 20 µM, or EC50 in µM where a hit was titrated; in the data active means activation fold from about 3, or a potency from the dose series; inactive means the rest, 99 in 100 with activation fold below about 1.6; further: many of its hits are not listed in these tables
b-catenin transl: modulators of beta-catenin nuclear translocation, primary screen, imaging, HeLa cells, immunofluorescence, high-content | nuclear translocation activity, % at 5 µM | 190,000 compounds, 0.3% hits;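 active means nuclear translocation activity above 50% at 5 µM, with a well cell count of 50 or more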;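 further: per-cell ratio of nuclear to cytoplasmic median beta-catenin stain intensity; plate controls were DMSO negative control for no effect and GSK-3 inhibitor IX positive control for full effect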
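test system = HeLa cells, endogenous beta-catenin | dosing = single 5 µM dose plus 0.02–20 µM confirmation series | times = compound treatment 24 h, 37°C, 5% CO2 | technique = beta-catenin immunofluorescence imaging with DAPI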
T cell modulator: modulators of CD8 T cell-vesicle binding, primary screen, mouse 2C CD8+ T cells, flow cytometry | 2C CD8+ T cell-vesicle binding; stronger effect = lower value | calls only at 7 µM | 330,000 compounds, 0.068% hits | AID 2052, 2009;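 active means response, share of CD8 T cells binding vesicles, and their 90th percentile fluorescence all below set limits, cut at about 80% in these data, passing the limit was not always enough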
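Assay system: 2C TCR transgenic mouse naive CD8+ T cells, MACS-purified | Read-out: CD8+ gate FL2 mean fluorescence as % of same-row positive control | Signal: High-throughput flow cytometry with anti-B7-1 and anti-CD8 staining | Timing: Binding step 1.5 h, 37 °C, antibody labelling 20 min, ice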
PMI inhibitors: inhibitors of human PMI, primary screen, biochemical, fluorescence intensity, coupled assay (AID 1209); Mannose-6-phosphate isomerase (Homo sapiens); purified PMI enzyme, coupled fluorescence intensity; higher % means a stronger effect; inhibition, % at 20 µM, or IC50 in µM where a hit was titrated; 190,000 compounds, 0.42% hits; in the data active means inhibition above about 50%;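 further: plate controls were DMSO vehicle for no effect and wells lacking substrate for full effect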
Myeloid diff MLP: induction of myeloid progenitor differentiation, primary screen, cell-based, flow cytometry, MLPCN library | ER-HoxA9 myeloid progenitors, lysozyme-GFP differentiation | calls only at 10 µM | 360,000 compounds, 1% hits | AID 624256, 2012;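 active means normalized GFP-positive differentiation at or above the plate's own cutoff, the solvent-only control mean plus 3 SD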;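 further: cells exposed to compound for four days before flow analysis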
Insulin prom up: insulin promoter activators in MIN6 cells, imaging, high-content screening, mouse beta cells | MIN6 insulin promoter-GFP reporter; stronger effect = higher value | z-score at 5 µM | 190,000 compounds, 0.3% hits | AID 1625, 2009;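 active means z-score above 3 at 5 µM with at least 500 cells counted in the well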
Hep lipid drop: inhibitors of hepatocyte lipid droplet formation, primary screen, imaging, high-throughput imaging, BODIPY stain; inhibition, % at 6.5 µM; AML12 mouse hepatocytes, oleate lipid droplets; 240,000 compounds, 0.4% hits;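 active means lipid droplet intensity inhibited by at least 50%, with more than 500 cells counted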
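material = mouse AML12 hepatocyte cell line, fixed after treatment | also added = 100 µM oleic acid challenge | doses = compound at 6.5 µM only | schedule = overnight exposure | technique = Image-based BODIPY and DAPI two-channel analysis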
Dynein cargo inh: inhibitors of GR-EGFP nuclear translocation, primary screen, dynein cargo transport inhibitor project, imaging, high-content, 3617.4 mouse cells | test concentration mostly 20 µM; stimulated with dexamethasone, 1 µM; stronger effect = lower value | z-score, hits read low | 220,000 compounds, 0.47% hits | AID 1381, 2008;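 active means plate z-score of nuclear minus cytoplasmic receptor signal below a set negative limit, without overly bright fluorescence or cell loss, cut at about -3.5 in these data, passing the limit was not always enough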;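 further: z-score of nuclear minus cytoplasmic ring GR-EGFP intensity difference per well; some compounds called inactive have numbers as strong as hits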
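Buffer or medium: tet-free, stripped-serum medium; Also added: dexamethasone, 1.0 µM final; Technique: high-content fluorescence imaging after fixation; Times: 48 h induction, 1 h compound, 30 min dex at 37 °C; Read-out: per-cell GR-EGFP intensity, nucleus versus surrounding cytoplasmic ring, well-averaged.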
Dynein cargo inh cytoplasmic EGFP: recorded beside Dynein cargo inh, whose call it bears; z-score; measured here: cytoplasmic GR-EGFP intensity; stronger effect = higher value
Dynein cargo inh nuclear GR-EGFP: also measured in Dynein cargo inh; calls as there; z-score; measured here: nuclear GR-EGFP intensity;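 lower value marks the stronger effect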
Dynein cargo inh cell count: also measured in Dynein cargo inh; calls as there; z-score; measured here: cell count per field
Insulin prom up cell count: second read-out of Insulin prom up, no call of its own (marks repeat the call); cell count; measured here: cytotoxicity, nuclei count;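 total cells summed across four imaged fields per well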
Hep lipid drop cells 6.5 µM: further read-out of Hep lipid drop, marked with its call; cell count; measured here: cell count, cytotoxicity flag;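 cells counted across two imaged fields per well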
b-catenin transl cell count 5 µM: recorded beside b-catenin transl, whose call it bears; cell count; measured here: cell count, cytotoxicity flag
T cell modulator vesicle-bound %: recorded beside T cell modulator, whose call it bears; double positive events, %; measured here: CD8+ vesicle-bound cell fraction;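 binding gate set so that unloaded-vesicle control wells show 10% double positive cells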
MT stabilizer Hoechst-high %: recorded beside MT stabilizer, whose call it bears; % Hoechst-high responders; measured here: nuclear condensation Hoechst responders;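 share of cells brighter than vehicle mean plus two SD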
MT stabilizer cytotoxicity %: second read-out of MT stabilizer, no call of its own (marks repeat the call); toxicity, %; measured here: cytotoxicity by cell density;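 0% = mean cell density of plate MIN control wells and 100% = no cells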
Myeloid diff MLP GFP+ MAC1+ %: also measured in Myeloid diff MLP; calls as there; GFP+ MAC1+ double positive, %; measured here: differentiation confirmed by MAC1 staining
Numbers without * were called inactive; i = inactive; . = not tested or not shown.

Screens in order – MT stabilizer	MT stabilizer Hoechst-high %	MT stabilizer cytotoxicity %	TNAP activators	b-catenin transl	b-catenin transl cell count 5 µM	T cell modulator	T cell modulator vesicle-bound %	PMI inhibitors	Myeloid diff MLP	Myeloid diff MLP GFP+ MAC1+ %	Insulin prom up	Insulin prom up cell count	Hep lipid drop	Hep lipid drop cells 6.5 µM	Dynein cargo inh	Dynein cargo inh cytoplasmic EGFP	Dynein cargo inh nuclear GR-EGFP	Dynein cargo inh cell count
Cc1cc(C)cc(N2C(=O)CC(N(C(=O)c3ccco3)c3cc(C)cc(C)c3)C2=O)c1 (stereo not drawn)
    0.5	0.8	8.2	1.1	2.5	938	i	38	12%	i	1.2	.	.	-5	784	-0.26	-0.091	0.22	0.092
COc1cccc(-n2nnnc2SCC(=O)N2CCCc3ccccc32)c1
    3.0	5.1	5.9	1.1	-1.8	1167	i	15	14%	i	4.2	.	.	.	.	-0.35	-0.0091	0.087	0.67
COc1ccc(Oc2ccc(S(=O)(=O)N3CCCCC3)cc2S(=O)(=O)N2CCCCC2)cc1
    .	.	.	.	-0.1	1343	i	56	.	i	0.5	-0.97	975	-28	694	-1	-0.21	-0.074	0.37
CCOC(=O)CCCC(=O)N1CCOCCOCCN(C(=O)CCCC(=O)OCC)CCOCCOCC1
    3.5	2.5	12	1.1	-1.1	1460	i	47	.	i	0.7	1.2	1723	-3	654	1.3	0.049	1.1	-2.3
C[C@@H]1CC=C[C@H]2[C@H]1C(=O)N(Cc1ccccc1)[C@H]2c1ccc(/C=C/c2ccccc2)cc1F
    .	.	.	.	-0.2	1128	i	42	.	i	1.4	.	.	-34	735	0.12	-0.84	-0.0065	0.32
CC(C)(C)NC(=O)c1cccc2c1C(=O)c1ccccc1-2
    .	.	.	.	0.6	1365	i	26	.	i	0.5	-0.18	1075	1	746	-0.26	-0.18	-0.076	0.11
CCCC(=O)NCCCc1nc2ccccc2n1C
    3.8	3.1	7.0	1.1	1.7	948	i	0	5%	i	0.7	-1.2	1558	13	728	-0.71	-0.14	-0.026	0.45
COc1ccc(NC(C)=O)cc1S(=O)(=O)NC(Cc1ccccc1)C(=O)O (stereo not drawn)
    .	.	.	.	-0.1	1356	i	34	.	i	0.1	0.05	837	-1	713	0.7	-0.79	0.58	-0.15
CCSc1ccccc1C(=O)Nc1ccc(S(=O)(=O)NC(C)=O)cc1
    2.3	1.0	4.4	1.1	-1.6	1027	i	51	-6%	i	0.1	-0.3	1352	2	762	1.6	-0.04	1.6	-2
N#Cc1c(N)nc2c(c1-c1ccco1)CCCCC2
    3.5	2.7	1.1	.	.	.	i	21	.	i	6.9	.	.	.	.	-0.89	-0.25	-0.56	0.56
Cc1ccc(C(=O)NCCc2ccncc2)cc1
    2.4	2.8	5.4	1.1	.	.	i	26	-5%	i	9.1	.	.	.	.	-0.37	-0.22	-0.89	0.16
COc1ccc(C2=CC(c3ccc(F)cc3)n3nnnc3N2)cc1 (stereo not drawn)
    4.9	2.5	0.6	1.1	0.7	1120	i	11	-15%	i	5.9	0.9	967	.	.	-0.6	-0.23	0.0069	0.87
C=CCN(c1ccccc1)S(=O)(=O)c1cccc(C(=O)Oc2ccc3c(C)cc(=O)oc3c2)c1
    4.0	2.3	8.2	1.1	-4.2	532	i	55	1%	i	0.2	0.02	1381	16	684	-0.14	-0.14	-0.024	-0.18
CC(=O)c1cccc(NC(=S)N2c3ccccc3CC2C)c1 (stereo not drawn)
    1.7	1.9	8.8	1.1	-1.7	997	i	28	4%	i	1.1	-0.13	1533	-2	662	-0.14	-0.27	0.34	0.29
COc1cc(C(=O)Nc2ccc(C)cc2)c(-n2cnnn2)cc1OC
    3.6	1.5	4.4	1.1	1.7	970	i	36	4%	i	0.7	-0.86	1385	7	735	-1	-0.086	-0.29	0.39

The closing 2 entries of the part before come first, to join the parts:
Screens in order – MT stabilizer	MT stabilizer Hoechst-high %	MT stabilizer cytotoxicity %	TNAP activators	b-catenin transl	b-catenin transl cell count 5 µM	T cell modulator	T cell modulator vesicle-bound %	PMI inhibitors	Myeloid diff MLP	Myeloid diff MLP GFP+ MAC1+ %	Insulin prom up	Insulin prom up cell count	Hep lipid drop	Hep lipid drop cells 6.5 µM	Dynein cargo inh	Dynein cargo inh cytoplasmic EGFP	Dynein cargo inh nuclear GR-EGFP	Dynein cargo inh cell count
CC(=O)c1cccc(NC(=S)N2c3ccccc3CC2C)c1 (stereo not drawn)
    1.7	1.9	8.8	1.1	-1.7	997	i	28	4%	i	1.1	-0.13	1533	-2	662	-0.14	-0.27	0.34	0.29
COc1cc(C(=O)Nc2ccc(C)cc2)c(-n2cnnn2)cc1OC
    3.6	1.5	4.4	1.1	1.7	970	i	36	4%	i	0.7	-0.86	1385	7	735	-1	-0.086	-0.29	0.39
CCOC(=O)c1ccc(NC(=O)CN2CCN(c3ccccc3)CC2)cc1
    3.1	2.7	5.7	1.1	-2.2	1079	i	50	9%	i	0.0	-0.75	1032	-5	596	-0.091	-0.21	-0.24	-0.3
CCOC(=O)N1CCN(CC(=O)c2ccc3c(c2)CCN3C(C)=O)CC1
    3.3	2.9	5.7	1.2	.	.	i	23	3%	i	3.4	-0.76	987	.	.	0.47	-0.15	0.33	-0.59
CCOCCCNC(=O)C(Cc1ccccc1)NS(=O)(=O)c1ccc2c(c1)c(=O)n(C)c(=O)n2C (stereo not drawn)
    1.9	1.8	8.0	1.1	-0.3	1148	i	33	2%	i	0.6	0.79	1121	-28	760	-0.57	-0.36	-0.29	0.93
COc1ccc2cc(C(C)=O)c(=O)oc2c1
    1.3	2.0	8.4	1	-1.0	996	i	46	2%	i	0.5	0.19	1258	-4	593	0.23	-0.21	-0.3	0.48
O=C(NCCCO)C(=O)c1c(-c2ccccc2)cc2ccccn12
    5.7	2.1	8.3	1	-0.7	1101	i	33	4%	i	0.3	0.65	1280	-16	677	-1.2	-0.32	-0.4	0.8
O=c1cc(CN2CCN(c3cccc(Cl)c3)CC2)c2cc3c(cc2o1)CCCC3
    1.9	2.4	9.6	0.9	-5.3	1169	i	13	-2%	i	5.0	0.14	849	-15	771	-0.92	-0.21	-0.27	0.88
CCOC(=O)C1CCN(c2ccc(C(=O)O)cc2[N+](=O)[O-])CC1
    5.2	2.9	7.3	1	-1.8	1145	i	46	6%	i	1.7	0.51	1527	14	631	0.17	0.084	-0.076	-0.09
O=C(Cc1cccs1)N/N=C/c1ccco1
    4.8	2.8	6.7	1.1	-0.2	1166	i	43	15%	i	0.4	-0.12	1498	-4	674	-0.46	-0.23	0.082	0.053
C1=CCC(CN2CCNCC2)CC1 (stereo not drawn)
    0.8	1.9	1.0	1.1	1.5	1005	i	41	-25%	i	0.3	-0.36	1452	33	809	0.73	0.21	0.54	1
Cc1ccc(-n2c(SCC(=O)NCCN3C(=O)CSC3=O)nnc2-c2ccccc2F)cc1
    5.0	1.7	8.5	1.1	-0.6	1133	i	18	1%	i	0.4	-0.17	1572	-12	563	2.5	-0.034	1.7	-1.5
COc1cc(OC)c2c(-c3ccccc3)cc(=O)oc2c1C(CC(=O)N1CCN(c2ccccc2)CC1)c1ccc(N(C)C)cc1 (stereo not drawn)
    .	.	.	.	-1.5	1115	.	.	.	i	2.7	-0.27	885	20	658	-0.41	-0.69	-0.11	-0.15
O=C(NCCOc1ccccc1Cl)C(=O)NCCOc1ccccc1Cl
    2.7	2.2	5.1	1	-4.0	1051	i	56	-16%	i	0.8	-0.11	1551	0	686	-0.024	-0.31	0.42	0.44
CCOC(=O)N1CCN(S(=O)(=O)c2cc(Cl)c(OC)cc2Cl)CC1
    3.1	1.3	0.1	0.9	-2.1	1318	i	65	-14%	i	0.8	0	1136	-6	755	0.12	-0.24	-0.72	1.2
Cc1cccc(C(=O)C2CCOC(C)(C)C2)c1 (stereo not drawn)
    .	.	.	.	0.1	1131	i	8	.	i	0.2	-0.18	1382	-16	681	0.36	-0.26	0.13	-0.68
O=C(Nc1nnc(C2CCCCC2)s1)c1ccc(Br)s1
    1.8	0.1	25	1	1.5	950	i	29	10%	i	2.9	0.77	1263	4	748	0.08	-0.14	0.18	0.28
O=C(O)c1cc2n(n1)CCN(Cc1ccccc1Cl)C2=O
    6.9	1.5	7.5	1.1	-1.2	1128	i	46	-16%	i	0.2	-0.54	1273	10	735	-0.23	0.19	-0.067	0.48
COc1cc(NC(=O)c2cc3c(Cl)nc4ccccc4c3s2)cc(OC)c1OC
    3.5	2.9	12	1.1	.	.	i	47	14%	i	0.4	-1.1	1001	13	573	0.55	-0.13	-0.12	-1

From PubChem
